Epigenetic derep = Quantitative High-Throughput Screen for Regulators of Epigenetic Control; 0.2% of 280,000 active; Potency, µM (doses to about 53.9 µM), inactives show at the top dose GFP activation, actives largely listed as activators; AID 1865, 2009; murine LDR cells, GFP reporter derepression, 30 h; note: % of control where 0% means no effect; nearly all actives have a fitted effect of over 60% in size
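Murine LDR cells carrying a silenced, genomically integrated CMV-driven GFP reporter were exposed to compound for 30 hours at 37 C. After PBS washes, GFP-positive cells (20–120 um objects) were counted by laser-scanning microplate cytometry.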
SMN2 splice up = qHTS Assay for Enhancers of SMN2 Splice Variant Expression. 2.8% of 210,000 active. HEK293 SMN2-luciferase splicing reporter, luminescence, 30-36 h. AID 1458, 2008. Potency, µM (highest dose often 46.1 µM), for inactives: top-dose activity change, positive = activation, hits mostly activators; note: % of control where 0% means no effect; nearly all actives have a fitted effect of over 55% in size
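qHTS luciferase splicing reporter: luminescence rises when SMN2 exon 7 is included in transfected HEK293 cells. Compound exposure lasted 30-36 h at 37C, with 4.5 mM final sodium butyrate as control, followed by a ONE-Glo read.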
IMPase Li inh = qHTS Assay for Identifying the Cell-Membrane Permeable IMPase Inhibitors: Potentiation with Lithium | 0.35% of 210,000 active | Potency, µM (series often up to 59.4 µM), for the others: at the highest dose activity, negative = IMPase inhibition, hits mostly inhibitors | CHO-M1 cells, IP1 TR-FRET (IP-One), carbachol + lithium;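 note: IP1 builds up when IMPase is blocked and the TR-FRET signal falls; plate controls were basal vehicle for no effect and high inhibitor control for full effect; nearly all actives have a fitted effect of over 50% in size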
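Steps: plate 2000 CHO-M1 cells per well and culture 16–30 h; add compound and lithium; incubate 30 min, 37C; add d2-IP1 tracer and Eu cryptate anti-IP1 antibody in lysis buffer; read after 10 min at room temperature.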
JMJD2E inh = qHTS Assay for Inhibitors of Human Jumonji Domain Containing 2E (JMJD2E); AID 2147, 2009; Lysine-specific demethylase 4E (Homo sapiens), B2RXH2; 1.6% of 230,000 active; JMJD2E catalytic domain, FDH-coupled NADH fluorescence (FDH is formaldehyde dehydrogenase); Potency, µM (highest dose often 57.1 µM), for inactives: at the highest dose activity change, negative = inhibition, usual class: inhibitors; active = well fitted inhibition curve with a large enough effect, not every such curve was filed as active; inconclusive = small, poorly fitted or top-dose-only effect, or another doubt; inactive = no such curve, though single readings can be large or run the other way;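 note: 0% = wells with enzyme and -100% = buffer wells without enzyme; nearly all actives have a fitted effect of over 50% in size; many of its hits are not listed in these tables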
Target sequence (B2RXH2 1-337 limits assumed): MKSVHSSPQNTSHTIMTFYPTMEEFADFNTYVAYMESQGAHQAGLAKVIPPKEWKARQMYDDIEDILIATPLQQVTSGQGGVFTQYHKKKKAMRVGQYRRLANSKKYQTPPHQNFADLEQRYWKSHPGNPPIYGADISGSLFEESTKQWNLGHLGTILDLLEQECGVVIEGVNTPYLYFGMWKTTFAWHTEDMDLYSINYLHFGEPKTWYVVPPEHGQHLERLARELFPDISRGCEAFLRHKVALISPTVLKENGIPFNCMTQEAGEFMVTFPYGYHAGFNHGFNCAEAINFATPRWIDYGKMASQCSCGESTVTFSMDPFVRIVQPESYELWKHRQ
GoLoco inh red = qHTS Assay for Inhibitors of RGS12 GoLoco Motif Activity (Red Fluorophore); 0.44% of 230,000 active; AID 880, 2007; Gai1:RGS12 GoLoco peptide FP, rhodamine, 10 min; Potency, µM (series often up to 61.6 µM), for the others: at the top dose activity, negative = inhibition, hits mostly inhibitors; active = well fitted inhibition curve with a large enough effect, not every such curve was filed as active; inactive = no such curve, though single readings can be large or run the other way; note: % is set by controls: 0 for no effect and ±100 for the full control effect; nearly all actives have a fitted effect of over 30% in size; many of its hits are not listed in these tables
Luc counter = Counterscreen for Luciferase (Kinase-Glo TM) Inhibition | Luciferin 4-monooxygenase (Photuris pensylvanica), Q27757 | Kinase-Glo luciferase, ATP luminescence, 8 min | Potency, µM (titrated, usually from 38.3 µM), inactives show at the highest dose activity change, negative = inhibition, hits mostly inhibitors | 0.28% of 200,000 active; note: % is set by controls: 0 for no effect and ±100 for the full control effect; nearly all actives have a fitted effect of over 60% in size
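Recombinant Kinase-Glo luciferase, 10 uM ATP (linear range), luciferin; imidazole pH 7.2 / KCl / MgCl2 / Tween / BSA buffer; 8 min RT; luminescence.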
NPSR antag = qHTS Assay for Antagonists of the Neuropeptide S Receptor: cAMP Signal Transduction; 1% of 220,000 active; CHO-NPSR cells, cAMP TR-FRET, antagonist mode; Q6W5P4; Potency, µM (highest dose often 38.3 µM), for the others: top-dose activity change, negative = inhibition, hits mostly inhibitors; note: % is set by controls: 0 for no effect and ±100 for the full control effect; nearly all actives have a fitted effect of over 50% in size; many of its hits are not listed in these tables
RECQ1 inh = qHTS Assay for Inhibitors of RecQ-Like Dna Helicase 1 (RECQ1); AID 2549, 2010; RECQ1 DNA unwinding, red fluorescence kinetic read; ATP-dependent DNA helicase Q1 (Homo sapiens), P46063; Potency, µM (doses to about 57.3 µM), inactives show top-dose activity, negative = inhibition, hits mostly inhibitors; 0.54% of 240,000 active;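 note: plate controls were vehicle for no effect and no enzyme for full effect; nearly all actives have a fitted effect of over 30% in size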
Target sequence (P46063 whole entry, looked up): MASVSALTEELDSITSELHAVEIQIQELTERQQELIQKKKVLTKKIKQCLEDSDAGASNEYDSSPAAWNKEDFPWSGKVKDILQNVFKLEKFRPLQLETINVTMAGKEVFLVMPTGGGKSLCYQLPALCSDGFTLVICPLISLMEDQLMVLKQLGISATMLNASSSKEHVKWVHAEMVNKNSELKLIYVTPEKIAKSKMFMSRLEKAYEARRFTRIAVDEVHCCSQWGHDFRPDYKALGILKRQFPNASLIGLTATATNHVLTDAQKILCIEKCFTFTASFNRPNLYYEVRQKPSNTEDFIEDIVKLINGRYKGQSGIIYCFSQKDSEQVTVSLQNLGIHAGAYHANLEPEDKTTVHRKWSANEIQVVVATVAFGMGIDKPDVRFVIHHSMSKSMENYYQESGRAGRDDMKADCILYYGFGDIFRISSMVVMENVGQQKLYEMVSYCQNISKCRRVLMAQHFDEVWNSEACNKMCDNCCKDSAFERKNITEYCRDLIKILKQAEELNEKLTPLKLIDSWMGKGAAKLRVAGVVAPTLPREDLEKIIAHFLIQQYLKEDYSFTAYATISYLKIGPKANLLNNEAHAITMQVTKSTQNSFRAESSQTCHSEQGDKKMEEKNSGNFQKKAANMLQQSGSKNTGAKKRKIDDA
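RECQ1T1 50 nM; forked duplex (20 bp + 30-nt ss tails) 200 nM, ATP 2 mM final; pH 8.0, 2 mM MgCl2, 2.5 ug/ml poly(dI-dC); 15 min compound preincubation; discontinuous kinetic read over 2 h at RT.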
An asterisk follows results filed as active; i = inactive; ? = inconclusive; . = no result given; & = joins results of further samples; [ ] = remark or other dose. Unless noted, calls come from the whole dose curve; as a rule, active = well fitted curve in the direction sought with a large enough effect; inconclusive = small, poorly fitted or top-dose-only effect, or another doubt; inactive = no such curve, though single readings can be large; an effect the other way counts as inactive or inconclusive. Potency is the fitted concentration of half-maximal effect. This is a subset. The share of hits here may be higher or lower than overall.

SMILES	Epigenetic derep	SMN2 splice up	IMPase Li inh	JMJD2E inh	GoLoco inh red	Luc counter	NPSR antag	RECQ1 inh
Cc1ccc(NC(=S)Nc2ccc(Cl)c(Cl)c2)c(OC(F)F)c1	-1.0%	-82%[inhibitor]	14%	8%	8%	-2%	-42%	-12%
Cc1ccc(/C=C/C(=O)OCC(=O)Nc2ccccc2Sc2ccccc2)cc1	0.0%	7%	-4%	0%	30%	3%	9%	1%
O=C(NCc1cccnc1)c1cccc2c1C(=O)N(Cc1cccnc1)C2	-5.9%	19%	19%[38.3 µM]	-8%	5%	17%	1%[46.1 µM]	-10%
COc1cc(/C=N/NC(=O)CCN2CCN(c3ccccc3)CC2)cc(OC)c1OC	1.1%	7%	2%	?	0%	-1%	6%	1%
Brc1ccc(-c2cn3ccccc3n2)cc1	-0.9%	.	.	?	13%	.	4%	i
CCN(CC)C(=O)CSc1nnc(C2CCCCC2)o1	0.1%	-1%	-23%[38.3 µM]	7%	6%	-5%	-11%[46.1 µM]	-7%
CC(=O)c1ccc(NC(=O)C(C)n2c3ccccc3c3nc(=O)cc(C)n32)cc1 (stereo unspecified)	5.1%	.	.	-29%	-7%	.	-24%	i
CN(C)CC/C=C1/c2ccccc2Sc2ccc(Cl)cc21	1.4%	.	.	-6%	-15%	.	-2%[7.67 µM]	-19%
O=c1[nH]c2ccccc2nc1Cc1ccccc1	-1.1%	2%	1%[38.3 µM]	?	-4%	-2%	3%[46.1 µM]	-8%
Cc1nn(CC(O)Cn2c3c(c4ccccc42)CCN(C)C3=O)c(C)c1Br (stereo unspecified)	1.1%	-9%	27%[38.3 µM]	?	3%	4%	-22%[46.1 µM]	-4%
CCOCCCNC(=O)C1CCC(CNS(=O)(=O)c2ccc(OC)cc2)CC1 (stereo unspecified)	0.0%	.	-9%	8%	1%	.	2%	i
COc1ccc(NC(=O)CSc2nc3ccccc3c(=O)n2Cc2cccs2)c(OC)c1	2.0%	-16%	-1%	-7%	1%	4%	6%	-8%

Nothing new here: three of the compounds above.
SMILES	Epigenetic derep	SMN2 splice up	IMPase Li inh	JMJD2E inh	GoLoco inh red	Luc counter	NPSR antag	RECQ1 inh
Cc1ccc(NC(=S)Nc2ccc(Cl)c(Cl)c2)c(OC(F)F)c1	-1.0%	-82%[inhibitor]	14%	8%	8%	-2%	-42%	-12%
Cc1ccc(/C=C/C(=O)OCC(=O)Nc2ccccc2Sc2ccccc2)cc1	0.0%	7%	-4%	0%	30%	3%	9%	1%
O=C(NCc1cccnc1)c1cccc2c1C(=O)N(Cc1cccnc1)C2	-5.9%	19%	19%[38.3 µM]	-8%	5%	17%	1%[46.1 µM]	-10%

The listing continues.
SMILES	Epigenetic derep	SMN2 splice up	IMPase Li inh	JMJD2E inh	GoLoco inh red	Luc counter	NPSR antag	RECQ1 inh
O=C(CCn1ccnc1)Nc1nc2ccccc2[nH]1	-4.0%	16%	-4%	7%	8%	1%	3%	-18%
Cn1cc(CNCc2cn[nH]c2-c2ccc(F)cc2)c(-c2ccc3c(c2)OCCO3)n1	2.2%	.	2%	5%	8%	-3%	-4%	18%
O=C(CNC(=O)c1ccco1)OCC(=O)c1ccccc1	2.2%	9%	2%[38.3 µM]	0%	-25%	-7%	5%[46.1 µM]	6%
CCC(c1nnnn1C1CCCC1)N1CCN(c2ccccc2)CC1 (stereo unspecified)	-0.8%	-12%	16%[38.3 µM]	-3%	-3%	1%	?	-5%
CCOC(=O)c1c(NC(=O)CSc2c[nH]c3ccccc23)sc2c1CCC2	-0.9%	-43%[inhibitor]	24%	-8%	3%	1%	-37%	-1%
CCOc1c(Cl)cc(CNc2ccc(N3CCCC3)cc2)cc1OC	1.1%	16%	35%[activator]	8.9µM*	-29%	-6%	-6%	i
Cc1ccc(NC(=S)N/N=C/c2ccc(Cl)c([N+](=O)[O-])c2)cc1	-2.1%	-28%	10%[38.3 µM]	6%	5%	-3%	?	5%
COc1cccc(C(=O)C2CCCN(Cc3cn[nH]c3C3CCCCC3)C2)c1 (stereo unspecified)	2.3%	.	7%	-16%	0%	.	19%	i
C[C@@]12CC(=O)NC1N(C(=O)c1cccc(C(F)(F)F)c1)C(c1ccccc1OC(=O)c1cccc(C(F)(F)F)c1)C2 (stereo partly specified)	-1.5%	13%	33%[38.3 µM]	-11%	-2%	-3%	?	-8%
O=C(Cc1ccc([N+](=O)[O-])cc1)Nc1nccs1	1.1%	.	.	8%	3%	.	9%	i
CC1(C)N=C(N)N=C(N)N1c1ccccc1	0.0%	-7%	27%[38.3 µM]	-2%	2%	-2%	-1%[46.1 µM]	-3%
CC(=O)N1N=C(c2ccc(NS(C)(=O)=O)cc2)CC1c1ccc2nccnc2c1 (stereo unspecified)	-0.1%	.	9%	-3%	9%	0%	-3%	i
Cc1c(C#N)c(N=CN(C)C)c(C(=O)c2ccc(Br)cc2)n1-c1ccc(Cl)cc1	-4.1%	19%	34%[activator][38.3 µM]	-12%	-13%	1%	?	-14%
CC(=O)NCCc1nc2ccccc2n1CCc1ccccc1	1.5%	.	11%	2%	12%	-2%	0%	i
O=C1c2ccccc2C(=O)N1CCCc1nc(-c2cccnc2)no1	-1.1%	6%	24%[38.3 µM]	6%	8%	0%	0%[46.1 µM]	-18%
CC(c1ccccc1)N1CCC(CNC(=S)Nc2cccc(Cl)c2)C1 (stereo unspecified)	-0.3%	.	5%	?	11%	.	-55%	-6%
Cc1nn2c3ccccc3nc2c2ccccc12	-4.4%	18%	-6%[38.3 µM]	?	8%	-4%	-2%[46.1 µM]	-1%
O=C(Nc1ccc(Oc2cccc(C(F)(F)F)c2)nc1)c1ccco1	-1.3%	.	.	?	10%	.	7%	0%
O=C(CSc1nnc(Cc2ccccc2)n1-c1cccc(Cl)c1)N1CCOCC1	-7.4%	-2%	-6%	2%	-6%	6%	-21%[46.1 µM]	-3%
CC1=CCC2C(=O)N(c3nc4ccccc4n3C)C(=O)C2C1 (stereo unspecified)	-0.7%	-1%	-13%[38.3 µM]	2%	-3%	-5%	-18%[46.1 µM]	-12%
O=C1CN(C(=O)c2cccs2)c2ccccc2N1	0.5%	-3%	-2%[38.3 µM]	-3%	1%	0%	-7%[46.1 µM]	-3%
CCCCCOC(=O)c1[nH]c2c(c1C)C(=O)CC(c1ccco1)C2 (stereo unspecified)	10%	-66%[inhibitor]	6%	1%	-7%	0%	6%	-4%
Cc1noc(C)c1COC(=O)[C@@H](NC(=O)c1ccccc1)C(C)C	2.7%	-6%	9%	4%	7%	4%	2%	-7%
Cc1ccsc1/C=N/n1c(-c2ccccc2)n[nH]c1=S	0.0%	-10%	5%	-3%	2%	-2%	-15%	-16%
NNC(=O)CN1C(c2ccc(Br)cc2)=Nc2ccc(Br)cc2C1c1ccccc1 (stereo unspecified)	1.1%	14%	-1%	7%	-23%	-3%	-51%	-1%
Nc1nonc1C(=O)NCCNCc1ccccc1OCc1ccccc1F	-0.9%	-24%	16%[38.3 µM]	0%	-1%	-6%	1%[46.1 µM]	3%
CS(=O)(=O)N(Cc1ccccc1)c1ccccc1C(=O)N1CCN(c2ccccc2)CC1	-0.1%	-16%	24%[38.3 µM]	-3%	-7%	-5%	-13%[46.1 µM]	3%
CCCCc1ccc(Nc2ncccc2C#N)cc1	0.0%	?	24%[38.3 µM]	9%	0%	?	?	-1%
CCCOc1ccc(N2C(=O)CC(NCc3ccc(S(N)(=O)=O)cc3)C2=O)cc1 (stereo unspecified)	0.0%	.	3%	-12%	4%	0%	-20%	10%
Cn1c(-c2cc3ccc(OC(=O)C(C)(C)C)cc3oc2=O)nc2ccccc21	0.0%	?	-12%[38.3 µM]	?	4%	3%	-13%[46.1 µM]	i
Cc1ccc(CNc2ccc(N3CCOCC3)cc2)s1	-1.0%	18µM*	16%[38.3 µM]	-8%	1%	-11%	?	12%
CCCNC(C)C(=O)Nc1ccccc1C (stereo unspecified)	-0.2%&4.0%&-0.8%	19%&-13%	3%&7%	5%&0%&-1%	12%&2%&-9%	-1%&-7%	-4%[46.1 µM]	-3%&5%
CCOc1ccc(/C=C/C2=Cc3c(sc(NC(=O)CSc4n[nH]c(N)n4)c3C#N)C(C)(C)C2)cc1	10%	3%	-4%[38.3 µM]	-2%	301%[activator]	-5%	-21%[46.1 µM]	?
CC1=CC[C@@]2(CO)COC(c3ccccc3O)C1C2 (stereo partly specified)	0.0%	3%	10%	0%	0%	1%	.	-4%
CC(C)C(NC=C1C(=O)OC(C)(C)OC1=O)C(=O)O (stereo unspecified)	0.2%	18%	2%[38.3 µM]	-6%	-39%	-1%	7%[46.1 µM]	-8%
O=C(N/N=C/c1ccccn1)c1ccc(Br)cc1	?	9%	8%	3%	-2%	-6%	-15%	-16%
CCOC(=O)c1c(C)[nH]c(C(=O)COc2ccc3c(c2)OCO3)c1C	0.0%	0%	9%[38.3 µM]	-5%	-2%	-3%	-22%[46.1 µM]	-10%
Cc1cc(C(=O)N2CCN(c3ccccc3)CC2)c(C)o1	-1.2%	-3%	2%[38.3 µM]	3%	3%	-2%	-11%[46.1 µM]	-5%
COc1ccc(/C=C2/C(=O)N(c3nc4ccccc4s3)N=C2CSc2ccc(Cl)cc2)cc1	-1.0%	-7%	0%	?	82%[activator]	-1%	-43%	-22%
O=C(CN1CCN(C(=O)N2CCOCC2)CC1)Nc1ccc(Br)cc1	-0.1%	-9%	-10%[38.3 µM]	3%	-14%	2%	-2%[46.1 µM]	i
COc1ccc(CN(Cc2nc3ccccc3c(=O)[nH]2)C(=O)NC2CCCCC2)cc1	-2.0%	9%	25%[38.3 µM]	9%	6%	1%	-13%[46.1 µM]	4%
COc1cc(CNc2cccc(F)c2)cc(Br)c1O	-2.9%	-4%	15%[38.3 µM]	-30%	17%	1%	6%[46.1 µM]	1%
CNc1nc(C)cc(C)c1S(=O)(=O)c1ccc(Cl)cc1	-1.1%	-22%	24%[38.3 µM]	?	0%	-6%	-20%[46.1 µM]	-4%

From PubChem BioAssay
